TRb SRC2 PPI: disrupts binding of human TR beta to SRC2. 0.065% of 280,000 active. TRbeta-SRC2 peptide binding, fluorescence polarization; receptor liganded with 1 µM T3. P10828. Potency, µM (titrated, usually from 106 µM), for inactives: top-dose activity change, negative = inhibition, hits mostly inhibitors;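 further: potency means the concentration at half of the fitted maximal effect; plate controls were bound peptide for no effect and peptide without receptor for full effect; nearly all actives have a fitted effect of over 50% in size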
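TRb LBD 0.6 uM + Texas Red SRC2 peptide 20 nM, 1 uM T3, Tris buffer w/ 5% DMSO; compound pinned, 5 h RT; FP read ex 555/em 632; normalized to unbound and bound controls.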
Tau fibril FP: blocks human tau fibril formation measured by polarization | P10636 | K18 P301L tau heparin fibrillization, Alexa594 FP, 6 h | Potency, µM (highest dose often 57.7 µM), without a hit: at the top dose activity, negative = inhibition, hits mostly inhibitors | 0.39% of 280,000 active; further: potency means the concentration at half of the fitted maximal effect; on the % scale 0 is the no-effect control and ±100 the full control effect; nearly all actives have a fitted effect of over 55% in size
Target sequence (P10636 561-689 P618L limits assumed): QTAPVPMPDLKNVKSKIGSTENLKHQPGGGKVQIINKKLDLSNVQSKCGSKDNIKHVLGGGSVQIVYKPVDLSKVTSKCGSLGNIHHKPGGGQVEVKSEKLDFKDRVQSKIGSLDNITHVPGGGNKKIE
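Read-out: fluorescence polarization of Alexa 594-labeled tau (0.24 uM), 555 nm excitation, 632 nm emission. Mixtures held 15 uM unlabeled K18 P301L, compound and 20 uM heparin, pH 7 acetate buffer, incubated 6 hr at 37 C.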
aGal spleen mod: inhibits or activates alpha-galactosidase in human spleen homogenate. P06280. human spleen homogenate, 4MU-alpha-Gal fluorescence, 40 min. Potency, µM (top dose mostly 80 µM), for the others: top-dose activity change, negative = inhibition, usual class: inhibitors. 0.008% of 240,000 active;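 further: potency means the concentration at half of the fitted maximal effect; 0% = enzyme with vehicle and -100% = no enzyme basal signal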
Target sequence (P06280 32-429 limits assumed): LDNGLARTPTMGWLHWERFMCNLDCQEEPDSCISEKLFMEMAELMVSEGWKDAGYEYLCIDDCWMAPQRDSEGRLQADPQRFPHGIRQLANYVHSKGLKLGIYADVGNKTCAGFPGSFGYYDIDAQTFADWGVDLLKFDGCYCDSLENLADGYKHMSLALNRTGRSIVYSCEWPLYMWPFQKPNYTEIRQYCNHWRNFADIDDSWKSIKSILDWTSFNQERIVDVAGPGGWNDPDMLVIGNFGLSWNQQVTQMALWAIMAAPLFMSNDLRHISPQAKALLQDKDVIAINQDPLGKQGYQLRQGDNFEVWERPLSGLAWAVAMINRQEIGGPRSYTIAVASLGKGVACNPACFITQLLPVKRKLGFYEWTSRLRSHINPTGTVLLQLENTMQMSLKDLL
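qHTS titration in buffer at pH 5.0. Alpha-galactosidase activity in spleen homogenate was measured via 4-methylumbelliferone release from 1 mM fluorogenic substrate after 40 min at 37C and a pH 10 stop. AC50 came from Hill fits of control-normalized data.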
CBFb-RUNX1 inh: CBF-beta/RUNX1 interaction disruption; AlphaScreen CBFb-His/RUNX1-biotin binding, biochemical; Potency, µM (highest dose often 59.8 µM), for the others: at the highest dose activity, negative = inhibition, hits mostly inhibitors; 230,000 tested, under 10 active; AID 1477; further: % of control where 0% means no effect
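CBFb-His/RUNX1-biotin, 30 nM each, preincubated 20 min RT; compound 15 min RT; Ni + streptavidin beads 50 ng each, 90 min RT; AlphaScreen read.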
Tau fluor cs: counter-screen for tau fibril formation inhibitors; tau K18 P301L Alexa594 fluorescence, heparin fibrillization; Potency, µM (series often up to 57.7 µM), inactives show at the highest dose activity change, negative = decrease; 0.93% of 280,000 active; further: potency means the concentration at half of the fitted maximal effect; on the % scale 0 is the no-effect control and ±100 the full control effect; nearly all actives have a fitted effect of over 55% in size
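Human tau K18 P301L (15 uM unlabeled, 0.24 uM Alexa 594-labeled) in 100 mM sodium acetate pH 7 with 20 uM heparin, 6 hr at 37 C. ThT 30 uM added, 1 hr ambient; Alexa 594 FP and total fluorescence read at 555/632 nm.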
NPSR antag: antagonists of human neuropeptide S receptor cAMP signaling. Q6W5P4. CHO-NPSR cells, cAMP TR-FRET, antagonist mode. Potency, µM (top dose mostly 38.3 µM), for the others: top-dose activity change, negative = inhibition, most hits filed as inhibitors. 1% of 220,000 active. AID 1461; further: potency means the concentration at half of the fitted maximal effect; on the % scale 0 is the no-effect control and ±100 the full control effect; nearly all actives have a fitted effect of over 50% in size; many of its hits are not listed in these tables
Target sequence (Q6W5P4 whole entry, looked up): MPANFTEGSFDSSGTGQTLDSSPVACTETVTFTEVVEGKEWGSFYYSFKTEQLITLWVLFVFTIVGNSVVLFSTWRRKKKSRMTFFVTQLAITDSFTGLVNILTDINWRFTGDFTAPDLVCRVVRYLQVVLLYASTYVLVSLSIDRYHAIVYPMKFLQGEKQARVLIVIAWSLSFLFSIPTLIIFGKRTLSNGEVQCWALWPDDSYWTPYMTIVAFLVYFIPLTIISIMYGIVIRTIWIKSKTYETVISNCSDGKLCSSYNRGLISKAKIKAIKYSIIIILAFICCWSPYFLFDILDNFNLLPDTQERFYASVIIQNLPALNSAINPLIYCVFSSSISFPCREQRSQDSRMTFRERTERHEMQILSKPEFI
Epigenetic derep: epigenetic control regulation, reporter derepression; murine LDR cells, GFP reporter derepression, 30 h; Potency, µM (highest dose often 53.9 µM), without a hit: at the top dose GFP activation, usual class: activators; 0.2% of 280,000 active; AID 1865; further: potency means the concentration at half of the fitted maximal effect; % of control where 0% means no effect; nearly all actives have a fitted effect of over 60% in size
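GFP-positive cell count by laser-scanning cytometry (objects 20–120 um) after 30 h, 37 C compound exposure of murine LDR cells; reporter is CMV-GFP integrated at a silenced locus, inducible by HDAC or DNMT inhibitors.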
TR SRC2 fluor cs: counter-screen for TRb-SRC2 inhibitors: fluorescence interference; TRb/SRC2 Texas Red total fluorescence interference; Potency, µM (series often up to 106 µM), inactives show at the top dose fluorescence change, negative = quenching; 0.29% of 280,000 active; AID 1479; active means well fitted curve in either direction with a large enough effect; inconclusive means small, poorly fitted or top-dose-only effect; further: potency means the concentration at half of the fitted maximal effect; on the % scale 0 is the no-effect control and ±100 the full control effect
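Flags fluorescent or light-absorbing compounds by total fluorescence, S + 2P, at 555 nm excitation and 632 nm emission. Mixture: 20 nM Texas Red SRC2 peptide, 0.6 uM human TRb LBD, 1 uM T3, 5% DMSO; compound exposure 5 h at ambient temperature.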
An asterisk follows results filed as active; ? = inconclusive; . = not tested or not shown; [ ] = another dose, or the depositor's remark. Unless noted, the call rests on the fitted dose curve; in most records, active means well fitted curve in the direction sought with a large enough effect; inconclusive means small, poorly fitted or top-dose-only effect, or another doubt; inactive means no such curve, though single readings can be large; an effect the other way counts as inactive or inconclusive. Only part of the results is shown; the hit share may differ from the screen's.

SMILES	TRb SRC2 PPI	Tau fibril FP	aGal spleen mod	CBFb-RUNX1 inh	Tau fluor cs	NPSR antag	Epigenetic derep	TR SRC2 fluor cs
O=C(Nc1ccc2nc(SCC(=O)N3CCCC3)sc2c1)c1cccc(Cl)c1	-3%	-14%	.	.	?	.	3.2%	0%
CCC1CCc2c(sc(NC(=O)C3CC=CCC3C(=O)O)c2C#N)C1 (stereo unspecified)	4%	8%	-7%	-3%	-11%	-39%	-1.0%	-4%
Cc1cc(C)c(NC(=O)Cn2c(=O)n(CC(=O)NCc3ccccc3Cl)c(=O)c3sccc32)c(C)c1	-1%	?	.	.	13%	.	1.8%	5%
O=C(c1cccs1)N(Cc1cccc(Cl)c1)C1CCS(=O)(=O)C1 (stereo unspecified)	0%	-6%	3%	2%	-4%	-4%[46.1 µM]	-2.9%	-5%
CCOC(=O)c1cc(-c2ccc(Cl)cc2)nc2onc(C)c12	-17%	-8%	6%	7%	-24%	-26%[46.1 µM]	-1.6%	-1%
S=C(NCc1ccco1)N/N=C/c1ccccc1Cl	-5%	-3%	6%	-11%	-13%	-14%	0.1%	0%
COc1cc(OC)nc(NC(=O)COC(=O)C2CCCCC2)n1	-1%	1%	-26%	9%	1%	-7%[46.1 µM]	-0.2%	6%
CCN=C1SC(CC(=O)Nc2sc3c(c2C#N)CCCC3)C(=O)N1CC (stereo unspecified)	-1%	-3%	-3%	2%	-4%	-10%[46.1 µM]	6.0%	-1%
CC1(C)SCC(C(=O)O)N1C=O (stereo unspecified)	-1%	1%	-11%	-3%	9%	-2%[46.1 µM]	0.0%	1%
CC(C)n1c(=O)[nH]c2ccccc21	-1%	4%	-3%	2%	1%	-11%[46.1 µM]	-0.7%	0%
COC(=O)c1cc(Br)ccc1-c1ccc(/C=N/n2nnnc2N)o1	2%	-3%	1%	6%	-12%	-19%[46.1 µM]	-1.1%	-1%
Cc1nc(C(=O)NC(C)C)nn1-c1cc(Cl)cc(Cl)c1	6%	-14%	-3%	-4%	-7%	0%	1.2%	-1%
O=C(Nc1ccccc1)C1CC(=O)N(C2CCCCC2)C1 (stereo unspecified)	-2%	-3%	-2%	-3%	4%	-3%[46.1 µM]	0.3%	2%
O=C1OCc2cc(NS(=O)(=O)c3cccs3)ccc21	8%	4%	0%	-3%	1%	-8%[46.1 µM]	0.0%	0%
CCN(CC)CCOC(=O)c1ccc(Nc2c3c(nc4ccccc24)CCC3)cc1	-10%	-3%	.	.	-21%	.	3.6%	-1%
CC(=O)Oc1ccc(N2C(=O)C3C(C2=O)C2C=CC3C23CC3)cc1[N+](=O)[O-] (stereo unspecified)	-20%	1%	2%	0%	6%	-4%	0.5%	-1%
CSc1nsc(SC)c1C(=O)OCC(F)(F)F	11%	-10%	4%	3%	-16%	-11%[46.1 µM]	-1.1%	0%
O=C(COc1ccc(S(=O)(=O)NCc2ccccc2)cc1)N1CCOCC1	12%	5%	0%	-5%	2%	9%	-1.0%	-1%
CCCN1C(=O)/C(=C/c2ccc(C)s2)SC1=Nc1ccc(OC)cc1	-7%	-4%	7%	-3%	-14%	-19%[46.1 µM]	1.2%	1%
CCCSc1ncnc2c1c(-c1ccccc1)cn2-c1ccccc1OC	3%	-6%	.	.	-14%	.	1.6%	-2%
CC(=O)N1CCCN(Cc2cn(-c3cccc(C)c3)nc2-c2cccc(F)c2)CC1	-1%	1%	-2%	3%	-11%	-29%	0.0%	-2%
C=C(C)c1cccc(C(C)(C)NC(=O)N2CCCC(C)C2)c1 (stereo unspecified)	-9%	6%	11%	4%	5%	-19%[46.1 µM]	-1.1%	-3%
Cc1ccc(NC(=O)CN2C(=O)CSC2=O)cc1	-7%	2%	0%	4%	0%	7%[46.1 µM]	-0.3%	1%
CC1(CC(=O)O)SC(=O)NC1=O (stereo unspecified)	1%	2%	-3%	0%	5%	-7%[46.1 µM]	-0.9%	7%
Cc1nc2ccccc2nc(=O)c1NNc1ccc([N+](=O)[O-])cc1	-3%	-1%	7%	3%	?	16%	1.1%	-1%
C#Cc1ccc([C@@H]2C=C(C(=O)N3CCN(Cc4ccc5c(c4)OCO5)CC3)O[C@H](OCCCCO)C2)cc1	-12%	-3%	0%	-25%	4%	38%	0.7%	1%
Clc1ccc(OCCOCCN2CCCCC2)c(Br)c1	-4%	-4%	3%	2%	-3%	3%[46.1 µM]	-1.1%	-2%
Cc1ccc(Nc2cc(=O)oc3ccccc23)c(C)c1	2%	4%	9%	3%	1%	-20%[46.1 µM]	1.9%	0%
COc1ccc(O[C@H]2C=C[C@@H](c3ccccc3)O[C@H]2COC(=O)CC/C(C)=N/O[C@@H]2O[C@H](COC(C)=O)[C@H](OC(C)=O)[C@H](OC(C)=O)[C@H]2OC(C)=O)cc1	-5%[11.2 µM]	?	0%[17.5 µM]	9%[13.1 µM]	?	.	2.0%[10.1 µM]	1%[11.2 µM]
OCCNCCOc1ccccc1F	-3%	-5%	2%	16%	-5%	-13%[46.1 µM]	-2.2%	-2%
COc1ccc(S(=O)(=O)n2nc(-n3c(C)ccc3C)c3c(F)cccc32)cc1OC	9%	-4%	0%	8%	?	-48%	-0.9%	-1%
CCOC(=O)CS(=O)(=O)CC(=O)Nc1ccc([N+](=O)[O-])cc1OC	-4%	-2%	6%	-5%	-9%	9%	-0.2%	0%
O=C(c1ccccc1)N1CCOC12CCN(c1ncc(C(F)(F)F)cc1Cl)CC2	0%	9%	10%	1%	-8%	?	1.5%	1%
CCOc1ccc(C(=O)N2CCCCC2CCN2CCOCC2)cc1 (stereo unspecified)	-4%	1%	.	.	-8%	.	-3.7%	-1%
CC(=O)N1CCC(N(CCN2CCOCC2)C(=S)Nc2c(C)cccc2C)CC1	-1%	-1%	-12%	5%	-1%	12%	-0.9%	0%
Cc1ccc2nc(Cl)c3cc(C(=O)N4CCCC(C)C4)sc3c2c1 (stereo unspecified)	1%	3%	.	.	-12%	.	-1.8%	0%
COc1ccc(OC)c(S(=O)(=O)N2Cc3ccccc3CC2C(=O)O)c1 (stereo unspecified)	-14%	6%	4%	-10%	8%	-15%[46.1 µM]	-2.1%	-1%
O=C(Nc1cccc(C(F)(F)F)c1)c1ccc2c(c1)nnn2C1CCCC1	-10%	?	.	.	-22%	.	-0.8%	-1%
COc1ccc(Oc2coc3cc(OCC(=O)N4CCCCC4)ccc3c2=O)cc1	-10%	6%	0%	-1%	-5%	1%	0.0%	-1%
COc1ccccc1CNC(=O)c1cnc2sc(N3CCOCC3)nn2c1=O	4%	1%	.	.	11%	.	1.5%	3%
Cc1sc(NC(=O)c2ccc(F)cc2)c(CN2CCCCCC2)c1C	0%	4%	-4%	13%	-9%	-21%	2.6%	4%
Cc1ccc2[nH]c3c(c2c1)CN(C(=O)CN1CCSCC1)CC3	1%	-15%	0%	-7%	-28%	-9%[46.1 µM]	-1.2%	-2%
CCOc1ccc(CC(=O)Nc2cccc(-c3nc4cccnc4s3)c2C)cc1	1%	-10%	.	.	-14%	.	-3.9%	-2%
Nc1nonc1-c1nc2ccccc2n1CCC(=O)O	7%	-3%	5%	-4%	-14%	-1%[46.1 µM]	0.0%	0%
COC(=O)c1scc(-c2ccccc2)c1S(=O)(=O)Nc1ccc(C)c(Cl)c1	-2%	-17%	.	.	-30%	.	0.0%	2%
CC1(C)CC(=O)C2=C(C1)NC(=O)CC2c1ccc(N(CCC#N)CCC#N)cc1 (stereo unspecified)	-3%	-6%	-3%	0%	0%	-10%[46.1 µM]	0.0%	-1%
CCN(Cc1ccccc1)C(=O)COC(=O)c1cc(Cl)nc(Cl)c1	2%	-3%	6%	-12%	-7%	-2%	-2.9%	1%
CC(C)(C)c1ccc(S(=O)(=O)N2CCCC2C(=O)N2CCOCC2)cc1 (stereo unspecified)	9%	-3%	8%	-5%	3%	13%	1.3%	-3%
CC(C)CC(=O)NC(NC(=O)CC(C)C)c1cccc([N+](=O)[O-])c1	-2%	-4%	-3%	7%	-13%	6%	0.0%	-4%
